APOBEC3A inh: human APOBEC3A DNA deaminase inhibition; P31941; recombinant A3A, FAM/TAMRA ssDNA deamination fluorescence; inhibition, % at 20 µM; actives 0.41% (n = 330,000); AID 493011;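 active = at least 40% inhibition at 20 µM here, with at most 30% in a related deaminase screen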;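 also: plate controls were A3A with DMSO for no effect and wells lacking A3A enzyme for full effect; some results filed as inactive read as strong as hits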
Target sequence (P31941 whole entry, looked up): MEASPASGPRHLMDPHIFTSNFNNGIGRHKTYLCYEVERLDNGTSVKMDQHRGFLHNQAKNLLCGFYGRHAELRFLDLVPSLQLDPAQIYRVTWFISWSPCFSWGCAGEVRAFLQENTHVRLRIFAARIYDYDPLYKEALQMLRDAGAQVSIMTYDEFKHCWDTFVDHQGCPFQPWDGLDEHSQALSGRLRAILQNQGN
ATG4B inh: inhibitors of human ATG4B cysteine protease; ATG4B cleavage of LC3-PLA2, NBD-HPC fluorescence, 1 h; inhibition, % at 8.33 µM; actives 0.51% (n = 340,000); AID 504462; in the data active = inhibition above about 40%
mIAP act: increases mouse intestinal alkaline phosphatase activity; muIAP, CDP-Star luminescence, 30 min; active compounds read high; 1 = vehicle-only enzyme signal, 0 = enzyme-free wells; activation factor at 10 µM; actives 0.24% (n = 330,000); AID 2805;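 active = activation factor of at least 2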; also: the source names both 10 and 20 µM as test concentration; values of inactives mirror those of a sister screen read the other way
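System: mouse IAP enzyme. Reagent: CDP-Star chemiluminescent phosphatase substrate. Benchmarks: DMSO wells, no-enzyme wells. Times: 30 min enzyme-substrate-compound incubation at room temperature. Detection: luminescence from enzymatic CDP-Star hydrolysis. Doses: test compounds delivered from DMSO solution.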
hIAP block: human IAP inhibition; P09923; purified IAP, CDP-Star luminescence, 30 min; inhibition, % at 10 µM; actives 0.12% (n = 330,000); AID 2544;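 active = inhibition reaching a set limit with compound at 10 µM in the primary screen, cut at about 35% in these data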;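 also: plate controls were DMSO wells with enzyme for no effect and no-enzyme buffer wells for full effect; values of inactives mirror those of a sister screen read the other way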
hIAP act: increases human intestinal alkaline phosphatase activity; purified human IAP, CDP-Star luminescence, 30 min; active compounds read high; 1 = vehicle-only enzyme, 0 = enzyme-free background; activation factor at 10 µM; actives 0.16% (n = 330,000); AID 2524;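 active = activation factor of the enzyme at least 2-fold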; also: the source names both 10 and 20 µM as test concentration; values of inactives mirror those of a sister screen read the other way
PfG6PD inh: PfG6PD (Plasmodium falciparum) enzyme inhibition; PfGluPho enzyme, NADPH resazurin-diaphorase fluorescence; inhibition, % at 20 µM; actives 0.78% (n = 350,000); AID 504690;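 active = inhibition reaching at least a set limit at 20 µM in the primary screen, cut at about 59% in these data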;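 also: 0% = DMSO wells with substrate and 100% = DMSO wells lacking glucose-6-phosphate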
HKDC1 inh: inhibitors of human hexokinase HKDC1. inhibition, % at 20 µM. Q2TB90. actives 0.16% (n = 340,000). AID 493160. recombinant HKDC1, G6PDH/diaphorase resazurin coupled fluorescence;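 active = inhibition above about 35% when tested at 20 µM, limit read from the data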;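 also: plate controls were DMSO wells with enzyme for no effect and DMSO wells lacking enzyme for full effect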
Target sequence (Q2TB90 whole entry, looked up): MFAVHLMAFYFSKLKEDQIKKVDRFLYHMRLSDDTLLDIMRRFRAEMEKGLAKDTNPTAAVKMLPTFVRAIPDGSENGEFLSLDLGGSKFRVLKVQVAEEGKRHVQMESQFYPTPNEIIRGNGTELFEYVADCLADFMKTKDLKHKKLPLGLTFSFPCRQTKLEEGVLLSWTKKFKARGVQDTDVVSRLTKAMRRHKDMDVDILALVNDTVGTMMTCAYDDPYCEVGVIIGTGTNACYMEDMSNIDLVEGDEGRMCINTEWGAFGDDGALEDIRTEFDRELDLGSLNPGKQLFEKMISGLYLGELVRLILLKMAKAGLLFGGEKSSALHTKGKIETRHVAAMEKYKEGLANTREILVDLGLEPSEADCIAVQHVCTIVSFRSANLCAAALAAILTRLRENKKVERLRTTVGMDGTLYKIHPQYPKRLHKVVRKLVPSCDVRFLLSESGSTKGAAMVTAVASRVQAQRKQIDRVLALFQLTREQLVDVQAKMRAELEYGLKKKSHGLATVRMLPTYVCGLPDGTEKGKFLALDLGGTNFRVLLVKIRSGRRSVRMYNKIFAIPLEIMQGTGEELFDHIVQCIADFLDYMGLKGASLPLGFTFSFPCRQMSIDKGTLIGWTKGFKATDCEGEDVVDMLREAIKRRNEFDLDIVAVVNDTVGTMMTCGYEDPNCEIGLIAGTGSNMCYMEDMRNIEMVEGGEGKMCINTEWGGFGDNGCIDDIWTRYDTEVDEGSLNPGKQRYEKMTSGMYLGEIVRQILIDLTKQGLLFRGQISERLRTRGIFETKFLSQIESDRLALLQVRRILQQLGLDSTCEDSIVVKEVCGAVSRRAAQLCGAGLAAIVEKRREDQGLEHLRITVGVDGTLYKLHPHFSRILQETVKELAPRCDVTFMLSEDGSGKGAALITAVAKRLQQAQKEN
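Assay system: recombinant HKDC1 hexokinase; detection: coupled resazurin fluorescence, excitation 525 nm, emission 613 nm; benchmarks: DMSO-plus-enzyme-mix negative control, buffer-substituted positive control; compound dosing: single 20 µM dose; schedule: 90 min at room temperature in dark; also added: glucose plus 1 mM ATP as hexokinase substrates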
mIAP block: mouse IAP inhibition | purified mouse IAP, CDP-Star luminescence, 30 min | inhibition, % at 10 µM | actives 0.2% (n = 330,000) | AID 2806;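 active = inhibition of at least 40% at 10 µM in the primary screen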;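 also: plate controls were DMSO with enzyme for no effect and no enzyme wells for full effect; values of inactives mirror those of a sister screen read the other way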
* hit, by the source's call; . = not tested or not shown.

SMILES | APOBEC3A inh | ATG4B inh | mIAP act | hIAP block | hIAP act | PfG6PD inh | HKDC1 inh | mIAP block
COc1ccc(C2C(C(=O)NCc3ccco3)CCC(=O)N2c2ccc(OC)cc2)cc1 (stereo not given) | -3 | 7 | 1 | 2 | 0.98 | -18 | -4 | -5
CCN(CC)c1ccc(C2C(C(=O)OC(C)C)C(=O)CC(C)(O)C2C(=O)OC(C)C)cc1 (stereo not given) | -7 | -10 | 0.97 | 4 | 0.96 | 14 | -3 | 3
COC(=O)c1cc(=O)c2c(C)nc(C(Cl)(Cl)Cl)nc2[nH]1 | 2 | -5 | 1 | -18 | 1.2 | -12 | 12 | -4
COC(=O)c1cn(C(=O)c2ccc(C)c(C)c2)c2ccccc12 | -2 | -2 | 0.96 | 13 | 0.87 | 23 | -2 | 4
COc1cccc(CC2(CO)CCCN(Cc3cn(C)c4ccccc34)C2)c1 (stereo not given) | -2 | 26 | 0.95 | -12 | 1.1 | -2 | -6 | 5
Cc1ccc(C(=O)Nc2c(C(=O)NCc3ccco3)cnn2-c2ccccc2)cc1 | 3 | 1 | 1 | -25 | 1.2 | 5 | -13 | 0
CCC(=O)NNc1nc2c(F)cccc2s1 | 1 | -3 | 0.8 | -56 | 1.6 | 10 | -5 | 20
CCc1ccccc1NC(=O)C1CCCN1S(=O)(=O)c1ccc2c(c1)n(C)c(=O)c(=O)n2C (stereo not given) | -6 | 2 | 0.96 | 7 | 0.93 | 10 | 1 | 4
Cc1cc(C)cc(NC(=O)C(C)N2C(=O)c3ccccc3C2=O)c1 (stereo not given) | 5 | 6 | 1 | 28 | 0.72 | 4 | -5 | -2
COC(=O)c1c(NC(=O)c2cccs2)sc2c1CCCC2 | 5 | -2 | 1.1 | 2 | 0.98 | -2 | 2 | -7
COc1cccc(NC(=O)CN(C)C(=O)c2ccc(OCC3CCCO3)cc2)c1 (stereo not given) | -3 | 4 | 1 | 0 | 1 | -10 | -1 | -1
COc1cc(/C=C2\CCCc3c2nc2ccccc2c3C(=O)O)cc(OC)c1O | -2 | -3 | 0.88 | 5 | 0.95 | 27 | 1 | 12
CC(=O)Nc1ccc(NC(=O)C2CC(=O)Nc3ncnn32)cc1 (stereo not given) | 3 | -1 | 0.91 | 2 | 0.98 | 1 | -8 | 9
CCCC(=O)N(CCN1CCOCC1)c1nc2c(C)cccc2s1 | -3 | -1 | 0.99 | -16 | 1.2 | 8 | -4 | 1
CCCNC(=O)NC(C(=O)OC)C12CC3CC(CC(C3)C1)C2 (stereo not given) | 1 | 9 | 1.1 | -18 | 1.2 | -5 | -5 | -10
CC1CN(C(C)C(=O)NNC(=O)c2ccc(F)cc2)CC(C)O1 (stereo not given) | 0 | 2 | 1.1 | 11 | 0.89 | -9 | -4 | -8
Cc1nn(C2CCS(=O)(=O)C2)c2nc(C3CC3)cc(C(=O)Nc3ccc(C(N)=O)cc3)c12 (stereo not given) | 23 | -2 | 1.1 | -7 | 1.1 | 3 | 3 | -5
Cc1cccc(CSCCNC(=O)COc2ccc(Cl)cc2)c1 | -1 | -6 | 1.1 | -9 | 1.1 | 2 | -2 | -8
CCOC(=O)c1nn(-c2ccccc2C)c(=O)c(C#N)c1C | -11 | -8 | 1 | -6 | 1.1 | -14 | 6 | -4
O=C(CN1C(=O)NC2(CCCC2)C1=O)Nc1nc(-c2ccc(F)cc2)cs1 | -2 | -17 | 1 | -16 | 1.2 | 1 | 5 | -2
CCN1C(=O)Cc2cc(S(=O)(=O)NCCc3ccccc3)ccc21 | -1 | -15 | 1 | -4 | 1 | -2 | 0 | -2
Cc1cccc(N(CC(=O)NC(C)(C)C)C(=O)CNC(=O)c2cccs2)c1 | 1 | 4 | 1 | -9 | 1.1 | 5 | -10 | 0
O=C1CC(C(=O)Nc2ccc(O)c(C(=O)O)c2)C(c2ccccc2)O1 (stereo not given) | 10 | 6 | 0.99 | 8 | 0.92 | -10 | -1 | 1
Cc1nnc(SCC(=O)N(CCC#N)c2ccc3c(c2)OCCO3)s1 | -2 | -13 | 1.1 | -4 | 1 | 5 | 5 | -6
O=C(C[C@H]1C[C@H](C(=O)N2CCOCC2)[C@@]2(CCC3CCCC3)c3[nH]c4cc(-c5ccco5)ccc4c3CCN2C1=O)NCCC1=CCCCC1 | -3 | -4 | 1.1 | . | . | 17 | 8 | -10
Cc1c(Cl)cccc1NC(=O)CN(C1CCCCC1)S(C)(=O)=O | -8 | 1 | 1.1 | 6 | 0.94 | -19 | -4 | -11
O=[N+]([O-])c1ccc(Sc2ccccc2Cl)nc1 | 1 | -5 | 0.9 | 0 | 1 | 7 | -4 | 10
COc1ccc(OC)c(S(=O)(=O)Nc2ccc(CC(=O)O)cc2)c1 | -2 | -2 | 0.98 | -4 | 1 | -12 | -3 | 2
Cc1ccc(C)c(NC(=S)NNC(=S)Nc2ccc(C(C)C)cc2)c1 | -1 | 35 | 0.94 | -33 | 1.3 | 26 | -21 | 6
CCCCCC(=O)NC(=S)Nc1ccc2oc(=O)ccc2c1 | 1 | 5 | 1 | 6 | 0.94 | 7 | 2 | -4

Single values from above:
O=C1CC(C(=O)Nc2ccc(O)c(C(=O)O)c2)C(c2ccccc2)O1 (stereo not given) @ hIAP act: 0.92
CCCCCC(=O)NC(=S)Nc1ccc2oc(=O)ccc2c1 @ PfG6PD inh: 7

Continuation:
SMILES | APOBEC3A inh | ATG4B inh | mIAP act | hIAP block | hIAP act | PfG6PD inh | HKDC1 inh | mIAP block
CC(C)[C@H](CO)N(Cc1cccc(F)c1)c1nc(Nc2cccc(Cl)c2)c2ncn(C(C)C)c2n1 | 0 | 3 | 0.92 | -1 | 1 | 30 | 6 | 8
CCOC(=O)C1Oc2ccccc2C(c2ccc(OC)cc2)=C1C(=O)OC (stereo not given) | -1 | 5 | 0.94 | . | . | 4 | -2 | 6
Cn1nc(C(=O)NCc2ccc(F)cc2)cc1C(=O)NCc1ccc(F)cc1 | 3 | 11 | 1 | -1 | 1 | -9 | 3 | -5
CN(C)S(=O)(=O)c1cccc(-c2csc(=Nc3ccccc3)n2CCCN2CCOCC2)c1 | -3 | -12 | 0.91 | 2 | 0.98 | 8 | -2 | 9
Cc1cc(-c2ccc(C(C)C)c(S(=O)(=O)NCCN3CCC(C)CC3)c2)on1 | 4 | 3 | 1 | -16 | 1.2 | 0 | -4 | -2
CC(=O)Nc1ccc(Oc2ccc3nc(C)[nH]c3c2)cc1 | -2 | 5 | 1.1 | -2 | 1 | -8 | 1 | -14
Cc1ccc(C(=O)COC(=O)c2cccc(N3C(=O)c4c(C)nc5ccccc5c4C3=O)c2)cc1C | 0 | 8 | 0.88 | -1 | 1 | -11 | 9 | 12
O=C(COC(=O)CNS(=O)(=O)c1ccccc1)Nc1ncc(Cl)cc1Cl | 0 | 1 | 1.1 | 3 | 0.97 | 0 | -2 | -14
O=C(COC(=O)c1cccc(OC(F)F)c1)NC(=O)NC1CCCCC1 | 0 | -1 | 1 | 0 | 1 | -8 | 7 | -4
Cc1cc(C)cc(NC(=O)CN2CCN(c3ccccn3)CC2)c1 | -4 | -5 | 1 | -6 | 1.1 | -6 | -6 | -2
CCc1cc2cc(C)cc(C)c2nc1Cl | -2 | 5 | 0.91 | 8 | 0.92 | 0 | -9 | 10
COc1ccccc1C(=O)COC(=O)CSCC(=O)Nc1cc(C)on1 | -3 | 6 | 1 | -9 | 1.1 | -1 | -3 | -1
COc1cccc(CN(C)C(=O)c2cc(S(=O)(=O)NC3CCCCC3)ccc2C)c1OC | -2 | -2 | 1.1 | 7 | 0.93 | -4 | 0 | -14
CN(Cc1ccccc1)S(=O)(=O)c1ccc(NC(=O)C2CCCO2)cc1 (stereo not given) | -3 | 15 | 0.86 | 4 | 0.96 | 0 | -6 | 14
O=C(C[N+]1(CC#Cc2ccccc2)CCCCC1)c1ccccc1 | -2 | 5 | 1 | 2 | 0.98 | -20 | 2 | -3

One compound at a time, as listed above.
Record of COc1ccccc1C(=O)COC(=O)CSCC(=O)Nc1cc(C)on1 : APOBEC3A inh: -3; ATG4B inh: 6; mIAP act: 1; hIAP block: -9; hIAP act: 1.1; PfG6PD inh: -1; HKDC1 inh: -3; mIAP block: -1
Record of CN(C)S(=O)(=O)c1cccc(-c2csc(=Nc3ccccc3)n2CCCN2CCOCC2)c1 : APOBEC3A inh: -3; ATG4B inh: -12; mIAP act: 0.91; hIAP block: 2; hIAP act: 0.98; PfG6PD inh: 8; HKDC1 inh: -2; mIAP block: 9
Record of Cc1cc(C)cc(NC(=O)CN2CCN(c3ccccn3)CC2)c1 : APOBEC3A inh: -4; ATG4B inh: -5; mIAP act: 1; hIAP block: -6; hIAP act: 1.1; PfG6PD inh: -6; HKDC1 inh: -6; mIAP block: -2

Remaining list, next part:
SMILES | APOBEC3A inh | ATG4B inh | mIAP act | hIAP block | hIAP act | PfG6PD inh | HKDC1 inh | mIAP block
O=C(CNC(=O)c1ccc(Br)cc1)NC1CC1 | 1 | -2 | 1.2 | -7 | 1.1 | 0 | -4 | -17
CC(C)Cc1cc(C(=O)NCc2ccco2)no1 | 6 | -6 | 1 | -4 | 1 | -7 | -1 | 0
COCCn1c(=NC(=O)CCS(=O)(=O)c2ccccc2)sc2cc(C)ccc21 | -3 | -5 | 0.9 | -18 | 1.2 | 9 | -5 | 10
CC(C)CNC(=O)c1cccc(NC(=O)c2ccco2)c1 | -5 | 6 | 0.95 | 13 | 0.87 | 4 | -10 | 5
Cc1ccc(CNS(=O)(=O)NCc2cccs2)cc1 | 1 | -3 | 1 | -15 | 1.2 | -3 | -7 | -1
O=C(NNC(=O)c1ccc[nH]1)c1cccc(C(F)(F)F)c1 | -3 | 4 | 0.88 | 25 | 0.75 | -8 | -2 | 12
Cc1ccc(C(=O)Nc2cccc3[nH]c(C(F)(F)F)nc23)cc1 | -3 | 4 | 0.91 | -14 | 1.1 | 18 | 3 | 9
C=CCn1cnc2sc(C(=O)Nc3ccccc3OC)c(C)c2c1=O | -5 | 4 | 0.91 | -26 | 1.3 | 9 | -12 | 9
CCN(CC)c1ccc(C(=O)OCC(=O)Nc2cc(C)on2)cc1 | 3 | -5 | 0.95 | 3 | 0.97 | 2 | 3 | 5
O=C(CN1CCC(NC(=O)Nc2ccccc2)CC1)Nc1ccccc1F | -1 | 1 | 1.3 | -2 | 1 | -10 | -6 | -26
Cc1nc2ccc(NS(=O)(=O)c3ccc(C)c(C)c3)cc2s1 | 0 | -7 | 1 | 6 | 0.94 | -15 | 9 | -1
CC(C)C(=O)N1CCN(c2ccccc2NC(=O)Cc2ccc(Cl)cc2)CC1 | -4 | 10 | 0.98 | 2 | 0.98 | -5 | 0 | 2
COc1ccc(NC(=S)NCCc2ccc(S(N)(=O)=O)cc2)c(OC)c1 | -2 | 2 | 0.93 | 10 | 0.9 | -14 | 15 | 7
Cc1cc(C)cc(NS(=O)(=O)c2cc3[nH]c(=O)c(=O)[nH]c3cc2C)c1 | 5 | 0 | 0.98 | -3 | 1 | -2 | -1 | 2
COC(=O)c1c(NC(=O)CC2Nc3cc(C)c(C)cc3NC2=O)sc(C)c1C (stereo not given) | 3 | 5 | 0.96 | -13 | 1.1 | -16 | 1 | 4
Cc1ccccc1C(=O)c1cccn1CC(=O)NCC1CCCO1 (stereo not given) | 2 | -16 | 1 | -18 | 1.2 | -5 | -9 | -3
COc1ccc(S(=O)(=O)N2CCN(C(=O)CCC3CCCC3)CC2)cc1 | 2 | -2 | 1 | -7 | 1.1 | 5 | 1 | -1
COc1ccc(S(=O)(=O)N2CCOCC2)c(Cl)c1Cl | -3 | -2 | 1 | -18 | 1.2 | 1 | -6 | -4
CN(C)C(/C=C/Nc1cccc([N+](=O)[O-])c1)=C(C#N)C#N | -3 | -5 | 1 | 7 | 0.93 | 20 | -10 | 0
